# Compound activity as filed in PubChem.
# PLC-beta3 inh = PLC-beta3 (human) inhibition, primary screen; Purified PLC-beta3, fluorogenic substrate, fluorescence; inhibition, % at 12.2 µM; AID 720704; Q01970; actives 0.18% (n = 370,000); in the data active = inhibition above about 11%;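 note: 0% = median of compound wells on plate and 100% = full blocker control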
# TDP2 inh = blocks human TDP2 phosphodiesterase activity | O95551 | recombinant TDP2, T5PNP hydrolysis, p-nitrophenol absorbance 415 nm | inhibition, % at 12.8 µM | actives 0.34% (n = 370,000);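 active = inhibition above the mean of all tested compounds plus 3 SD, set per campaign, cut at about 25% in these data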;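 note: 0% = DMSO with enzyme and 100% = buffer with substrate but no TDP2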
#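 test system = human TDP2 enzyme | input = TDP2 enzyme at 120 nM final | medium = 50 mM Tris-HCl pH 7.5 with Mg2+, KCl, DTT, BSA | also added = T5PNP substrate, 5 mM | times = 2 h at 37 °C | technique = epi absorbance | benchmarks = high control without enzyme, low control DMSO plus TDP2 | replication = each compound tested once, singlicate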
# SIAE primary = human SIAE inhibition, primary screen; Q9HAT2; SIAE FP-Rh probe binding, fluorescence polarization; inhibition, % at 9.66 µM; actives 0.69% (n = 370,000); AID 1053197;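 active = inhibition above a cutoff: mean of compounds within the control limits plus 3 SD of those, cut at about 17% in these data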;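 note: 0% = plate median of compound wells and 100% = probe without SIAE protein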
# ADAM10 inh = ADAM10 inhibition, QFRET primary screen; actives 0.62% (n = 370,000); O14672; inhibition, % at 7 µM; recombinant ADAM10, EDANS/DABCYL FRET peptide cleavage, 3 h;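 active = inhibition above a per-campaign cutoff equal to the mean of compounds falling between control-based bounds plus 3 SD, cut at about 20% in these data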;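 note: 0% = DMSO wells while the 100% control is not disclosed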
# Target sequence (O14672 214-748 limits assumed): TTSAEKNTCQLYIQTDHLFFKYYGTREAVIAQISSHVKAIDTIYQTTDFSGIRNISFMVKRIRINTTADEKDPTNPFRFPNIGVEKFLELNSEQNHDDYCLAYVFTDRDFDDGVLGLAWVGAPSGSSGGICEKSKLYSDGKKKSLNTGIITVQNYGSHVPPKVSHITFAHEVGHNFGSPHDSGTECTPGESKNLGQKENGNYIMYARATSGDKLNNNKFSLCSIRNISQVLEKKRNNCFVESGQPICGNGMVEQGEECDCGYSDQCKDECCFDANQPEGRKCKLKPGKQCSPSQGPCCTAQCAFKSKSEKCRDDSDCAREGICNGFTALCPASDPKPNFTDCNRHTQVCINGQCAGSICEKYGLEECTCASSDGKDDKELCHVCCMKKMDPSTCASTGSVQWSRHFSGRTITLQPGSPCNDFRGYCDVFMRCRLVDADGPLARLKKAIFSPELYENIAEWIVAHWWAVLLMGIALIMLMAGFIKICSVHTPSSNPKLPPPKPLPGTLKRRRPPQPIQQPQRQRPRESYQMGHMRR
# ADAM17 inh = inhibits human ADAM17; P78536; recombinant ADAM17, EDANS/DABCYL FRET peptide cleavage; inhibition, % at 6.95 µM; actives 0.83% (n = 370,000); AID 720648;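 active = inhibition above the mean of compounds lying between control limits plus 3 SD, set per campaign, cut at about 8.5% in these data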;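 note: 0% = DMSO-only wells as the low control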
# ASAP1 inh = blocks human ASAP1-stimulated Arf1 GTP hydrolysis; Q9ULH1; GDP FP detection; inhibition, % at 16.5 µM; actives 0.19% (n = 360,000); in the data active = inhibition above about 25%;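 note: 0% = vehicle with enzyme and substrate and 100% = no enzyme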
# Target sequence (Q9ULH1 325-724 limits assumed): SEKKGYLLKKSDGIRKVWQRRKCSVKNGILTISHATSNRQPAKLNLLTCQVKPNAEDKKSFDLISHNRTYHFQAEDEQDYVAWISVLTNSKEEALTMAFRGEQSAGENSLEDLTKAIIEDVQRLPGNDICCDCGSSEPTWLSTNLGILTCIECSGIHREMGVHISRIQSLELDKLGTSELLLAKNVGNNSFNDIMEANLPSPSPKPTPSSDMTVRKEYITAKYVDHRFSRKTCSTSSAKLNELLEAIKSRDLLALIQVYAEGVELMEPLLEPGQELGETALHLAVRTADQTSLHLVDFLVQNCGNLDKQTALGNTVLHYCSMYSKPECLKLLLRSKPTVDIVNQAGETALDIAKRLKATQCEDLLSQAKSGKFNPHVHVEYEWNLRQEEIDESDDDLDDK
# DDE Tn7 FP inh = inhibitors of Tn7 peptide binding to human fibrin DD(E); P02675; FP displacement of FITC-Tn7 peptide from fibrin DD(E); 0% = median of compound wells per plate; inhibition, % at 8.3 µM; actives 0.13% (n = 370,000); AID 720508;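 active = inhibition above the mean of compounds falling within the control limits plus 3 SD of them, cut at about 14% in these data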;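 note: 0% = plate median of compound wells and 100% = 10 µM Aha-Tn7 peptide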
#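 Assay system: Fibrin-DD(E) protein isolated from polymerized human fibrin clots; read-out basis: percent inhibition; medium: Tris/NaCl/CaCl2 buffer, pH 7.8; signal: FP measurement; incubation: 10 min plus 3 h, room temperature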
# PLC-gamma1 inh = PLC-gamma1 (human) inhibition, primary screen; purified PLC-gamma1, fluorogenic substrate, fluorescence; inhibition, % at 12.2 µM; actives 0.84% (n = 370,000); in the data active = inhibition above about 9.5%
# ARFGAP1 inh = rat ARFGAP1 inhibition | Arfgap1-stimulated ARF1 GTP hydrolysis, GDP FP detection | inhibition, % at 16.5 µM | actives 0.26% (n = 360,000);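 active = inhibition above a per-plate limit, mean inhibition of low control wells plus 3 SD, cut at about 25% in these data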;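 note: 0% = DMSO wells with enzyme and 100% = wells lacking Arfgap1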
# Target sequence (Q62848 1-136 limits assumed): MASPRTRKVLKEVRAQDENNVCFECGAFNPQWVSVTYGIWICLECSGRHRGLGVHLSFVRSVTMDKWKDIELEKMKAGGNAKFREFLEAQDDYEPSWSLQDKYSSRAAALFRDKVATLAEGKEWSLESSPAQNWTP
#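 Material: rat Arfgap1 GAP domain (His6, aa 1-136), purified enzyme. Also added: human ARF1(Δ1-17)-GTP substrate. Compound dosing: 16.5 µM single point, 1.26% DMSO. Timing: enzyme reaction 120 min at 25 °C after 20 min preincubation. Signal: GDP detection by fluorescence polarization. Read-out basis: percent inhibition of GAP-stimulated GDP formation, scaled between DMSO and no-Arfgap1 medians.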
# Tn6 DDE FP = inhibitors of Tn6 peptide binding to human fibrin DD(E); P02675; Fibrin DD(E) TRITC-Tn6 fluorescence polarization displacement; inhibition, % at 8.3 µM; actives 0.21% (n = 370,000);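 active = inhibition above a per-campaign cutoff: mean of compounds within control limits plus 3 SD, cut at about 15% in these data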;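 note: 0% = median of all compound wells on the plate and 100% = blocking peptide control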
# Starred values were filed as active, the others as inactive; i = inactive.
SMILES,PLC-beta3 inh,TDP2 inh,SIAE primary,ADAM10 inh,ADAM17 inh,ASAP1 inh,DDE Tn7 FP inh,PLC-gamma1 inh,ARFGAP1 inh,Tn6 DDE FP
CCN(CC(=O)NCc1ccc(Cl)cc1)C(=O)c1cc(OC)cc(OC)c1,-13.4,1.0,-7.6,-7.1,-5.8,-3.9,-0.6,-2.0,8.4,-5.3
O=C(COc1coc(CN2CCN(c3ccccc3F)CC2)cc1=O)N1CCc2ccccc21,3.3,7.0,2.6,0.5,-1.1,4.0,3.6,-3.6,22.0,-1.5
CCN(CC)c1ccc(NC(=O)c2cccc(F)c2)c(C)c1,1.1,-6.0,-1.2,-4.4,0.3,-4.7,1.0,-4.2,-5.5,-1.2
Cc1c(N=c2scc(-c3ccccc3)n2CCO)c(=O)n(-c2ccccc2)n1C,0.0,11.8,2.6,0.4,-0.3,-0.6,2.5,-2.1,4.4,0.3
COc1ccccc1NC(=O)Cn1nc(-c2ccc3c(c2)OCCO3)ccc1=O,-15.6,-6.7,-6.3,2.7,0.8,3.9,3.4,-7.1,2.9,0.1
O=C(Nc1ccc(S(=O)(=O)N2CCOCC2)cc1)C1CCN(S(=O)(=O)c2ccc(F)cc2)CC1,-7.0,-6.2,9.5,2.4,-2.7,0.5,8.7,1.7,3.3,-0.9
CN(C)CCCNC(=O)/C(=N\O)c1ccccc1,2.7,12.3,3.3,3.0,-4.9,-2.4,9.4,-1.5,-12.6,4.7
COc1ccc(CCNS(=O)(=O)c2ccc(Cl)s2)cc1OC,-0.2,3.9,-0.4,-3.4,-4.6,8.2,-3.6,0.5,6.2,-3.8
Clc1ccc(CSc2cc3c(nn2)-c2ccccc2CC3)cc1,-0.3,-11.3,-10.2,9.9,2.0,0.4,-8.3,7.6,4.1,-0.9
CCCCn1nc(C(=O)N[C@@H](CCSC)c2nc3ccccc3[nH]2)c2ccccc2c1=O,-1.5,-3.1,-8.9,-8.8,0.4,6.3,2.4,1.1,-3.5,-1.4
O=S(=O)(Nc1cccc(S(=O)(=O)N2CCCC2)c1)c1ccc(F)cc1,-0.3,-10.9,10.8,-2.7,0.0,-17.1,5.1,0.3,-8.7,-1.6
O=C(COc1ccc2ccc(=O)oc2c1)NCC(O)c1ccccc1 (stereo not drawn),-23.1,-4.3,2.8,-120.2,-47.3,14.8,0.0,-6.3,-1.5,0.2
CC(C)NC1(C(N)=O)CCN(Cc2ccccc2)CC1,-1.4,6.0,0.6,-13.8,-3.6,-5.1,1.8,-0.1,-10.7,8.1
NNC(=O)c1ccc(NS(=O)(=O)c2ccc(Br)cc2)cc1,-17.9,11.2,-3.2,-6.1,-2.1,1.6,-1.7,-6.0,-5.7,-7.6
OC(COCC1COc2ccccc2O1)CN1CCN(c2ccccc2)CC1 (stereo not drawn),2.4,-3.5,0.6,5.1,-3.9,5.8,2.6,2.7,5.5,-3.9
CCN(CC)C(=O)c1sc2nc(N3CCOCC3)c3c(c2c1N)CCCC3,i,-6.8,2.8,-167.1,-54.6,-8.9,5.9,i,0.4,-0.4
COc1ccc(N2CCCC2)c(NC(=O)c2ccc(Br)o2)c1,-101.9,-2.9,2.5,-17.8,-5.8,-6.8,9.4,-66.1,0.8,-3.5
O=C(Cc1cccs1)Nc1nnc(SCc2ccc(Br)cc2)s1,-2.8,-0.3,-1.7,8.7,-1.0,-3.6,7.1,-3.7,-1.5,2.0
C=C(C)c1cccc(C(C)(C)NC(=O)NCCCN2CCCC2=O)c1,2.8,-9.7,0.4,8.8,2.5,-11.0,-7.0,2.5,10.4,7.0
CC/C(=N/NC(=O)CNc1ccc(Cl)cc1C)c1ccccc1,1.3,-1.8,0.7,-4.9,2.9,7.6,1.9,-1.0,5.1,1.3
CCCNC(=O)NS(=O)(=O)c1cnccc1Sc1ccc(Cl)cc1,0.4,7.4,0.7,4.0,-0.6,-2.9,9.2,-1.0,4.2,-1.4
O=C(NC1=NCCS1)Nc1ccccc1,-0.5,-0.5,1.6,5.2,1.3,-0.1,-4.3,3.9,0.1,8.8
COc1ccc2c(c1)cc(C(=O)N[C@@H](CCSC)C(=O)N1CCC(C(=O)O)CC1)n2C,-181.6,10.4,4.3,-235.4,-86.8,8.4,8.1,-128.8,-3.2,0.8
CCOC(=O)c1c(NC(=O)C2CCN(S(=O)(=O)c3ccc(Cl)cc3)CC2)sc2c1CCCC2,0.7,0.1,2.5,-5.7,-5.1,3.1,2.7,-1.2,1.3,3.4
Cc1nc(S/C(=C/c2ccc(-c3ccc(C(=O)O)cc3)o2)C(=O)O)n[nH]1,-80.9,-1.6,-15.9,-6.5,-2.8,-0.1,-1.0,-46.9,-4.8,-15.5

# In the list so far, these contain a thiophene ring, fused or not.
SMILES,PLC-beta3 inh,TDP2 inh,SIAE primary,ADAM10 inh,ADAM17 inh,ASAP1 inh,DDE Tn7 FP inh,PLC-gamma1 inh,ARFGAP1 inh,Tn6 DDE FP
COc1ccc(CCNS(=O)(=O)c2ccc(Cl)s2)cc1OC,-0.2,3.9,-0.4,-3.4,-4.6,8.2,-3.6,0.5,6.2,-3.8
CCN(CC)C(=O)c1sc2nc(N3CCOCC3)c3c(c2c1N)CCCC3,i,-6.8,2.8,-167.1,-54.6,-8.9,5.9,i,0.4,-0.4
O=C(Cc1cccs1)Nc1nnc(SCc2ccc(Br)cc2)s1,-2.8,-0.3,-1.7,8.7,-1.0,-3.6,7.1,-3.7,-1.5,2.0
CCOC(=O)c1c(NC(=O)C2CCN(S(=O)(=O)c3ccc(Cl)cc3)CC2)sc2c1CCCC2,0.7,0.1,2.5,-5.7,-5.1,3.1,2.7,-1.2,1.3,3.4

# The list continues:
SMILES,PLC-beta3 inh,TDP2 inh,SIAE primary,ADAM10 inh,ADAM17 inh,ASAP1 inh,DDE Tn7 FP inh,PLC-gamma1 inh,ARFGAP1 inh,Tn6 DDE FP
CN1CCN(C(=S)NC(=O)c2ccco2)CC1,-10.3,11.3,7.2,-9.4,-6.9,-7.2,2.1,-5.5,-8.0,7.7
COc1ccc(/C=C/C(=O)N(C)Cc2cccs2)cc1S(=O)(=O)N1CCOCC1,-8.6,8.3,12.3,-4.0,-5.0,3.2,2.5,-4.2,-7.2,5.8
CC(NC(=O)Cc1ccccc1[N+](=O)[O-])c1ccccc1 (stereo not drawn),4.6,-17.2,-3.2,-5.2,-2.7,-4.1,-7.4,4.6,9.8,2.9
COc1ccc(C2CC(c3cccs3)=Nc3ccccc3S2)cc1OC (stereo not drawn),-74.1,-10.5,4.9,-23.5,-10.0,6.8,-4.0,-48.6,-1.6,0.8
CN(CCc1ccccc1)C(=O)c1cccc(NC(=O)Cc2cccc(NC(=O)C3CCCN(S(=O)(=O)c4cccc([N+](=O)[O-])c4)C3)c2)c1 (stereo not drawn),0.8,4.4,-37.2,4.6,2.9,1.9,6.1,0.6,3.7,-1.9
COc1ccc(C(=O)COC(=O)c2nn(C)cc2Cl)cc1,-5.8,12.6,-0.8,1.7,1.7,7.7,-7.4,1.4,7.0,-5.6
CC(=O)NC(Cc1c[nH]c2ccccc12)C(=O)NCc1ccco1 (stereo not drawn),-1.2,-0.5,-2.7,6.3,1.0,-1.9,3.0,2.3,1.0,8.1
CC(=O)Nc1c(Cl)cc2c(c1Cl)Cc1ccccc1-2,-9.2,-16.8,-2.5,-6.0,1.8,1.9,2.4,1.6,3.5,-3.8
COc1cc(OC)cc(C(=O)N[C@H](C(=O)NCc2cccs2)C(C)C)c1,-4.1,12.2,1.1,-2.1,-2.5,8.1,6.4,-0.1,0.8,-1.8
COC(=O)Cc1ccc(NC(=S)N2CCCCC2C)cc1 (stereo not drawn),3.8,-2.2,1.6,1.2,1.3,-7.4,0.7,-0.8,5.6,2.2
Cc1ccc(NC(=O)CSc2nnc(-c3cnccn3)n2Cc2ccco2)cc1C,6.0,-10.8,-3.7,11.3,3.7,-1.5,-2.9,9.1,8.2,-0.8
CCOC(=O)C1CCN(C(=O)COC(=O)CSc2ccc(C(N)=O)cc2[N+](=O)[O-])CC1,-8.1,6.6,-3.8,-1.5,-2.1,0.9,-1.5,-4.4,6.5,-4.3
O=C(O)C(Cc1ccccc1)NS(=O)(=O)c1ccc(Cl)cc1 (stereo not drawn),-5.2,16.8,2.4,-3.5,-2.9,-6.2,-0.6,1.9,-2.2,2.5
Cc1ccccc1OCCCn1c(CO)nc2ccccc21,-2.8,-18.8,-3.0,4.4,2.1,-6.1,1.1,3.4,7.0,9.7
O=C(N/N=C/C1CC2CCC1C2)c1ccc2c(c1)OCO2 (stereo not drawn),0.1,-9.9,-0.1,1.9,2.7,14.2,-7.6,-0.7,6.2,-3.6
Cn1c2ccc(F)cc2c2nnc(NN)nc21,-8.6,-14.0,11.4,-0.1,0.7,8.9,1.1,-1.2,7.3,-2.0
COc1ccc(C(=O)N2CCCC(c3nc(-c4ccc(OC)c(OC)c4)no3)C2)c(OC)c1 (stereo not drawn),-0.3,-2.9,-34.7,-0.6,-3.6,-1.7,-1.1,0.3,-22.9,-1.9
O=C(Oc1c(-c2ccccc2)c(=O)n2c3c(cccc13)CC2)c1ccco1,-19.2,-2.9,3.7,-13.5,-7.8,2.1,2.8,-16.9,-11.0,2.8
CCC(=O)N1CCCC1(C)C(=O)Nc1ccc(OC(F)F)cc1 (stereo not drawn),-0.5,-2.1,-2.3,-11.3,-4.8,-6.0,-1.3,0.1,3.9,6.6
COc1cc(NC(=O)CSc2nc3ccccc3c(=O)n2C)ccc1NC(=O)c1ccco1,1.9,1.9,-4.7,0.3,-3.6,0.2,0.9,-1.9,-10.8,7.0
CCn1nnnc1SCC(=O)N1CCOCC1,3.5,-11.1,-8.4,-12.2,-3.0,12.9,8.0,-3.1,2.0,-1.8
COc1ccccc1C(=O)NNC(=O)c1ccc2ccccc2c1,-7.0,11.4,0.0,3.5,-2.1,13.0,-0.2,1.9,-0.4,6.3
COc1ccc(NC(=O)C2Cc3c(-c4ccccc4Oc4ccccc4)ccnc3O2)cc1OC (stereo not drawn),-1.1,-3.6,-6.5,17.2,3.2,8.2,2.0,-0.5,5.8,-2.0
CC(C)N(CCC#N)C(=O)Nc1ccc2c(c1)CCO2,-2.8,-14.1,8.7,0.9,-2.3,2.6,4.1,-0.2,16.4,12.4
Cc1ccc(F)cc1NC(=O)c1sc2ncn(CC(=O)N3CCN(c4ccccn4)CC3)c(=O)c2c1C,-8.4,-1.4,2.5,-7.4,-1.6,0.9,1.2,-1.4,9.3,6.3
CS(=O)(=O)N1CCN(c2ccc(NC(=O)CSc3nnc(-c4ccco4)o3)cc2)CC1,4.0,-8.6,7.4,9.4,3.8,-6.5,-3.4,6.3,-12.7,-7.5
Cc1ccc(NC(=S)NCc2ccc(S(N)(=O)=O)cc2)c(C)c1,5.6,-3.2,-1.5,0.3,0.1,7.0,-2.1,7.2,3.8,1.0
